# NPY-Y1 antag = NPY-Y1 (human) receptor antagonism; HEK293-CNG Y1 cells, membrane potential fluorescence; NPY at EC95, then isoproterenol; AID 1040; inhibition, % at 3.6 µM; hit rate 1% among 200,000;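 active = inhibition above the campaign mean inhibition of all tested compounds plus 3 SD, cut at about 20% in these data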;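 also: 0% = DMSO wells given NPY plus isoproterenol and 100% = isoproterenol alone without NPY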
#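 Material: HEK293 cells co-expressing NPY Y1 receptor and cyclic-nucleotide gated channel. Timing: compound incubation 1 h at room temperature, readout 45 min post-stimulation. Signal: fluorescence, membrane potential probe.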
# Runt-SMMHC FRET = blocks binding of human RUNX1 Runt domain to CBFb-SMMHC | Q01196+Q13951 | Cerulean-Runt/Venus-CBFb-SMMHC FRET ratio 530/480, 1 h | inhibition, % at 20 µM | hit rate 0.74% among 220,000;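 active = mean inhibition across duplicate retests at 20 µM reaching about 50%, limit read from the data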;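 also: 0% = DMSO wells and 100% = wells with excess untagged CBFb-SMMHC; inhibitors lower the FRET ratio by blocking Runt binding to CBFb-SMMHC; some results filed as inactive read as strong as hits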
# Runt-CBFb FRET = Runt domain-CBFb interaction inhibition. Q01196+Q13951. Cerulean-Runt/Venus-CBFb FRET ratio 530/480, 1 h. inhibition, % at 20 µM. hit rate 0.46% among 220,000. AID 1496;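 active = inhibition over about 50% at 20 µM in the single-dose screen, limit read from the data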;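 also: 0% = DMSO wells and 100% = excess unlabeled CBFb competitor control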
#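 Schedule: protein complex preformed 1 h, compound exposure 1 h, room temperature, dark; test system: Cerulean-labeled Runt domain protein; amount: 100 nM per protein; buffer or medium: Tris 50 mM pH 7.5, KCl, K2SO4, 0.01% BSA; read-out: loss of energy transfer signal; detection: FRET fluorescence; controls: 5 µM unlabeled CBFb as full-inhibition high control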
# RBBP9 inhibitor = human RBBP9 hydrolase inhibition; O75884; recombinant RBBP9, FP-Rh probe fluorescence polarization; inhibition, % at 7.94 µM; hit rate 0.2% among 220,000;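 active = inhibition above the campaign mean of all tested compounds plus 3 SD, cut at about 14% in these data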;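 also: plate controls were DMSO wells with RBBP9 for no effect and wells lacking RBBP9 protein for full effect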
# Target sequence (O75884 whole entry, looked up): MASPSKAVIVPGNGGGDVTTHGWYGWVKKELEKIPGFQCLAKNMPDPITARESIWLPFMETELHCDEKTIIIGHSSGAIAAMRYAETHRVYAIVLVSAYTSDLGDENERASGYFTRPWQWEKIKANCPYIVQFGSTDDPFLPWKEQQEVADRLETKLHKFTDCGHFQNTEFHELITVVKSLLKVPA
#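 System: RBBP9 protein | Quantity: 2.5 µM RBBP9 dispensing solution, before mixing | Reagent: FP-Rh probe, 375 nM dispensing solution | Timing: Enzyme-compound preincubation 30 min, then probe labeling 45 min, 25 °C | Measured by: Fluorescence polarization | Read-out: % inhibition | Replication: One well per compound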
# MDM2 E3 inh = Mdm2 E3 ligase (human) inhibition; AID 1230; Q00987; cell-based MDM2 ubiquitination luciferase reporter, 2 h; 0 = plate control, 100 = twice control, blank-subtracted; signal enhancement, % at 5 µM; hit rate 0.11% among 210,000;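 active = signal enhancement of 30% or more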;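 also: luminescence tracks abundance of the self-degrading MDM2-luciferase fusion protein; higher signal means inhibition of MDM2 E3 ligase activity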
#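 Assay system: stable mammalian line carrying autodegrading MDM2–luciferase fusion reporter; Input: 2000 cells in each well; Compound dosing: single-point 5 µM; Schedule: 2 h compound exposure at 37 °C; Signal: SteadyLite luciferase luminescence after 15 min room-temperature reagent incubation; Evaluation: % luminescence enhancement versus blank-corrected plate control mean; Benchmarks: plate controls and plate blanks.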
# NPY-Y2 PAM-ag = human NPY-Y2 potentiation or agonism, primary screen; P49146; cells expressing NPY-Y2, potentiator/agonist read-out; activation, % at 3.6 µM; hit rate 0.45% among 220,000; AID 1359; in the data active = activation above about 27%;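 also: cells stimulated with NPY near EC25 plus isoproterenol at EC100; 0% = vehicle plus submaximal agonist and 100% = vehicle plus saturating agonist; some results beyond the cut were filed as inactive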
# Target sequence (P49146 whole entry, looked up): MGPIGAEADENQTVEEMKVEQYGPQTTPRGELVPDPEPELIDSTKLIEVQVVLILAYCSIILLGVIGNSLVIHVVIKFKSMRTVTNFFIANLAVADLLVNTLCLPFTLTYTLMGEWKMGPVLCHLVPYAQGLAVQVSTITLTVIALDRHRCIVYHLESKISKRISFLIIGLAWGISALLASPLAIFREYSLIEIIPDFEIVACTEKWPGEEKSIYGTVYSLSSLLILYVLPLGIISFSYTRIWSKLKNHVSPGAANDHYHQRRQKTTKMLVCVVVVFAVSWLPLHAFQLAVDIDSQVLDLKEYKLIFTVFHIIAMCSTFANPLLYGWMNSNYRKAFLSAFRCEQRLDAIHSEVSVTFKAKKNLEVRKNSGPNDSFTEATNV
# NPY1 pot ag = human NPY-Y1 potentiation or agonism, primary screen; P25929; NPY-Y1 expressing cells, potentiator/agonist activation; activation, % at 3.6 µM; hit rate 0.37% among 220,000; AID 1304; in the data active = activation above about 33%, passing the limit was not always enough;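 also: cells stimulated with NPY at EC10 then isoproterenol at EC100; 0% = low agonist plus stimulus and 100% = saturating agonist plus stimulus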
# p97 ATPase inh = inhibitors of human p97 ATPase. inhibition, % at 8 µM. recombinant p97 ATPase, Kinase-Glo ATP luminescence, 3 h. hit rate 0.42% among 220,000; in the data active = inhibition above about 15%;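 also: 0% = DMSO vehicle and 100% = wells lacking enzyme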
# Hck-Nef inh = inhibitors of human Hck kinase activated by Nef; AID 463187; inhibition, % at 20 µM; hit rate 0.68% among 220,000; P08631; Recombinant Hck-YEEI plus Nef, Z-Lyte FRET kinase assay;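 active = Hck-Nef kinase inhibition above about 50%, limit read from the data; inactive = inhibition below that limit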;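 also: 0% = DMSO with Hck plus Nef and 100% = Hck alone without Nef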
# Target sequence (P08631 whole entry, looked up): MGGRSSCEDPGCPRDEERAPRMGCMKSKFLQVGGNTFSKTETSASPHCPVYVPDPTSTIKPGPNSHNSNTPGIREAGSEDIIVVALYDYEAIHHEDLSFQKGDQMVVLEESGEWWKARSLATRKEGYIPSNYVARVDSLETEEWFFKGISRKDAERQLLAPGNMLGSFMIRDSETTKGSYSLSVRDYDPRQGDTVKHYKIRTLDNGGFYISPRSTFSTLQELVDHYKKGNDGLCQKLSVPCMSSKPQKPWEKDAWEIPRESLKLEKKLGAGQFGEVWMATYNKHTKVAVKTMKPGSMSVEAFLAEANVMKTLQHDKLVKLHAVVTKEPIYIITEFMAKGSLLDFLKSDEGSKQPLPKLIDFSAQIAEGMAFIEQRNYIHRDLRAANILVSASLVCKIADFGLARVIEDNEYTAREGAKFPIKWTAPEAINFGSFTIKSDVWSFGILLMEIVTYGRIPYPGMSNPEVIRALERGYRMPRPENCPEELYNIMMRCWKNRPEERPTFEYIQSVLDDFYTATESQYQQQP
# * hit, by the source's call; x = not tested or not shown.
# Order of results: NPY-Y1 antag, Runt-SMMHC FRET, Runt-CBFb FRET, RBBP9 inhibitor, MDM2 E3 inh, NPY-Y2 PAM-ag, NPY1 pot ag, p97 ATPase inh, Hck-Nef inh
- CCC1=C(OC(=O)N(CC)CC)N2C(=O)OC(=NCC3CC3)[C@]2(Cc2ccccc2)[C@H]2C1=CC[C@H]1C(=O)N(CC)C(=O)[C@H]12
    x, -1, -4, x, 17, x, x, x, 26
- COc1cc(CC(NC(C)=O)C(=O)NC2CCN(C(=O)c3cc(OC)c(OC)c(OC)c3)CC2)cc(OC)c1 (stereo unspecified)
    3, x, x, 1, 27, 4, 8, 8, 21
- C=CCN(CC=C)CC(O)CN(c1cc([N+](=O)[O-])ccc1OC)S(=O)(=O)c1ccccc1 (stereo unspecified)
    11, -2, 0, -1, -10, 16, 3, 1, 2
- COC(=O)c1c(-c2cccs2)csc1NC(=O)CSc1ncnc2sc(C)c(C)c12
    -4, -5, -2, -6, -3, 2, 3, 4, 5
- Cc1ccccc1NC(=S)Nc1ccc2cn[nH]c2c1
    -3, 1, 12, 0, -7, 3, 0, -4, -49
- COc1cccc(NC(=O)Nc2nnc(N3CCCCC3C)s2)c1 (stereo unspecified)
    2, -3, 0, -1, x, 1, -17, -1, -13
- CN1C(=O)[C@@H]2[C@@H]3C[C@@H]([C@H]4ON=C(c5ccccc5OCC#N)[C@@H]34)[C@@H]2C1=O
    x, 1, 2, -2, -4, 5, 5, -1, 8
- COC(=O)c1ccc(C)c(NC(=O)c2ccc(Cl)c([N+](=O)[O-])c2)c1
    -4, 5, 0, -4, -7, -4, -9, -1, 2
- COc1ccc(-n2c(SC)nc(O)c(Cc3ccccc3)c2=O)cc1
    7, -3, 0, -2, 1, 22, 18, 6, 1
- Cc1ccc(-n2c(SCC(=O)NCc3ccc4c(c3)OCO4)nnc2-c2cccnc2)c(C)c1
    0, 1, -1, -4, -7, -28, 4, -2, -1

# The closing two entries of the section before come first, to join the parts:
# Order of results: NPY-Y1 antag, Runt-SMMHC FRET, Runt-CBFb FRET, RBBP9 inhibitor, MDM2 E3 inh, NPY-Y2 PAM-ag, NPY1 pot ag, p97 ATPase inh, Hck-Nef inh
- COc1ccc(-n2c(SC)nc(O)c(Cc3ccccc3)c2=O)cc1
    7, -3, 0, -2, 1, 22, 18, 6, 1
- Cc1ccc(-n2c(SCC(=O)NCc3ccc4c(c3)OCO4)nnc2-c2cccnc2)c(C)c1
    0, 1, -1, -4, -7, -28, 4, -2, -1
- NC(=O)CSc1nc2ccccc2n1Cc1ccccc1
    -3, 1, -1, -8, x, -1, 2, 7, 0
- CCOC(=O)C1CCCN(c2oc(-c3ccc(OC)cc3)nc2C#N)C1 (stereo unspecified)
    8, -3, -4, -12, -7, -28, -33, -2, 11
- O=C(COc1ccc2ccccc2c1)NCCc1ccc2c(c1)OCCO2
    25*, 1, 0, -3, -9, -10, -52, -4, 2
- COC(=O)c1ccccc1NC(=O)CSc1nnc(COc2cccc(OC)c2)n1C
    7, 1, -1, -8, -3, -19, -22, -10, -1
- CCOC(=O)c1c(O)c2c([nH]c1=O)CCCC2
    1, 0, 1, 3, -11, 0, -22, 0, -1
- CC(C)C(=O)N=C1SC2CS(=O)(=O)CC2N1Cc1ccccc1 (stereo unspecified)
    5, 1, -2, -9, -7, 11, -1, -2, 5
- Cc1sc2nc(C3CC3)nc(SCC(=O)N3c4ccccc4CC3C)c2c1C (stereo unspecified)
    4, 1, 1, -15, -5, -26, -49, -8, -1
- CC1=C(C(=O)c2ccccc2)C(c2cn(-c3ccccc3)nc2-c2ccc(Cl)cc2)NC(=S)N1 (stereo unspecified)
    8, -1, -2, -8, -7, -3, 24, 7, -4
- COc1ccc(S(=O)(=O)N2CCC3(CC2)OCCO3)cc1
    7, -2, 1, -5, -5, 13, 6, 0, 17
- CC(=O)NC(Cc1ccc(F)c(F)c1)C(=O)NC1CCN(C(=O)c2ccc(C)cc2)CC1 (stereo unspecified)
    5, 3, 0, -11, -2, 5, 7, 2, 16
- O=C(c1cnn(C(=O)COc2ccc(Cl)cc2)c1)c1ccccc1O
    2, 2, -2, 2, -5, -13, -32, 4, 50*
- O=C(O)CC(C(=O)Nc1ccc(Cl)cc1Cl)C1CCCO1 (stereo unspecified)
    -2, 1, 0, 1, -12, 4, 1, 7, 0
- CCC1(C)Cc2c(C#N)c(N)sc(=S)c2CO1 (stereo unspecified)
    1, -32, -2, 0, -14, -10, -5, 2, 2
- CC(=O)N1N=C(c2cccnc2)OC1c1ccc(C(C)C)cc1 (stereo unspecified)
    4, -4, 8, -8, 5, -16, 4, -4, 10
- CC(C)(C)c1ccc(S(=O)(=O)Nc2cccc(C3OCCCO3)c2)cc1
    4, -29, -3, -8, -4, -7, 10, -1, 0
- CN(C)C(=O)CS(=O)(=O)c1ccc(Cl)cc1
    x, 1, -1, -3, -17, -16, 19, -4, 1
- O=C(/C=C/c1cc2ccccc2o1)c1ccccc1O
    x, -7, -1, -2, -12, -38, -7, 6, 15
- CCSCc1nnc(SCC(=O)Nc2cc(F)ccc2C)n1C
    3, 4, -2, -4, -11, -7, 13, -6, 19
- CCc1nnc(NS(=O)(=O)c2ccc(N/C=C\C(=O)c3cccc(OC)c3)cc2)s1
    -6, 35, 9, -10, -3, 4, 1, 0, 14
- O=C(CSc1nc2ccccc2c(=O)[nH]1)c1ccccc1
    4, 1, -2, 1, -1, -7, -21, 4, -5
- Cc1ccccc1-n1c(SCC(=O)c2cc(C)n(C)c2C)nnc1-c1ccncc1
    -4, -4, 2, -6, -21, -4, 5, 0, 3
- COC(=O)C1=NNC2(c3ccc(Cl)cc3)C(=O)N(c3ccccc3)C(=O)C12 (stereo unspecified)
    -1, -1, 6, -10, -8, -2, -6, 2, 1
- Cc1ccc(S(=O)(=O)N2CC3(C)CN(S(=O)(=O)c4ccc(C)cc4)CC(C)(C2)C3O)cc1 (stereo unspecified)
    3, 4, -3, -2, -24, 0, 5, 0, -8
- COc1ccc2cc(CN(C(=O)Nc3ccccc3OC)C3CCCC3)c(=O)[nH]c2c1
    -9, 6, 2, 3, 0, 16, -34, 3, 2
- c1ccc(CSc2nncn2-c2ccccn2)cc1
    -5, -2, 2, -7, -17, -21, 23, 4, 6
- O=C(CSc1nc(C2CC2)nc2c1cnn2-c1ccccc1)Nc1c[nH]c(=O)[nH]c1=O
    0, -4, -4, -13, -10, -16, -11, -3, 44
- COc1ccc(-c2nc3c(-c4ccccc4)cnn3cc2C)cc1F
    4, -13, -7, -7, -21, -6, -15, 5, 2
- COc1ccc(NC(=O)C(NC(=O)c2ccc(=O)[nH]c2)c2ccc(C)cc2)cc1 (stereo unspecified)
    -2, 5, 0, 7, -5, 4, 0, 3, 4
- CCNc1oc(COc2ccccc2F)nc1C#N
    -6, 22, 3, 0, 2, 2, 0, -1, 0
- O=c1[nH]c(C2CCCN(S(=O)(=O)c3ccccc3)C2)nc2c1nnn2Cc1ccccc1F (stereo unspecified)
    10, -8, -6, -4, -15, 16, -2, 6, -4
- Cc1ccc(OCc2ccc(C(=O)Nc3ccc(C(N)=O)cc3)o2)c([N+](=O)[O-])c1
    -6, -1, -2, 0, 12, -5, -10, 3, 20
- CC1(C)C2CCC(C2)C1(C)N=C1OC(CCl)CS1 (stereo unspecified)
    x, 0, -1, -13, -26, -16, -10, -8, 3
- FC(F)Oc1ccc(NC(=S)NCc2ccco2)cc1Cl
    -4, 6, 20, -4, -17, 11, 25, 3, 47
- Cc1cccc(N2C(=O)CC(N3CCN(c4ccccc4)CC3)C2=O)c1 (stereo unspecified)
    2, -6, 2, -5, -3, -17, -4, -1, 1
- CC(=O)Nc1ccc(S(=O)(=O)NCc2ccc(C(=O)NCCN3CCCCCC3)cc2)cc1
    -3, 1, x, 8, -5, -6, 9, 4, 1
- CC(C)(C)OC(=O)C(C)(C)O/N=C(\C(=O)O)c1csc(N)n1
    3, 1, 2, 2, 4, -5, 1, 11, 22
- COc1ccc2occ(C(C)=O)c2c1
    1, 38, 1, -3, -21, 2, -15, -2, 3
- CCOC(=O)N1CCN(C(=O)c2ccc3c(=O)n(CC4CCCO4)c(=S)[nH]c3c2)CC1 (stereo unspecified)
    -5, -2, -2, -2, -21, -11, 0, 0, 0
- O=C1C2C3c4ccccc4C(c4ccccc43)C2C(=O)N1c1nc(-c2ccccc2)cs1 (stereo unspecified)
    4, -2, 0, 3, -9, -5, 1, 1, -2
- CCc1ccccc1NC(=O)COc1ccc(C(=S)N2CCCC2)cc1
    4, -4, 2, 1, -18, 0, 15, 2, 9
- O=C(C[n+]1ccc(C(=O)c2ccccc2)cc1)Nc1ccc(C(F)(F)F)cc1
    -1, 1, 0, -1, -11, -3, 1, 6, 21
- O=c1c(-c2ccc(Cl)cc2)coc2c(CN3CCOCC3)c(O)ccc12
    -2, 0, -4, -12, -15, 5, 19, 8, 3
- Cc1cc2c(sc3ccccc32)c(C)n1
    x, 4, 1, 0, -10, -6, 10, 2, 18
- O=C(c1ccco1)N1CCN(S(=O)(=O)c2cccc3nsnc23)CC1
    0, -2, 2, -8, 4, -10, -7, 1, 0
- CN(C)C(=O)CCCCCCCCC(=O)N(C)C
    x, -1, -2, -6, x, 2, 11, 7, 26
- COC(=O)c1c(NC(=O)CSc2nnc(-c3ccco3)n2C)sc(C)c1C
    1, 2, -7, -6, -1, -5, -19, 0, 12
- COc1cc(CC(NC(C)=O)C(=O)NC2CCN(c3nc(OC)nc(OC)n3)CC2)cc(OC)c1 (stereo unspecified)
    x, 0, 3, 1, x, -17, 12, 4, 17
- CCCNC(=O)C1CCN(S(=O)(=O)c2cccs2)CC1
    0, -1, 0, -3, -1, 10, 21, 2, 21
- C#Cc1ccc([C@H]2C=C(C(=O)N3CCOCC3)O[C@@H](OCc3ccc(CO)cc3)C2)cc1
    -2, 1, -1, 1, x, -25, 9, 5, 21
- CCOC(=O)c1[nH]c(COC(=O)C2CC(=O)N(Cc3ccccc3)C2)c(C(=O)OCC)c1C (stereo unspecified)
    5, -4, -6, -1, -12, 1, -14, -3, 1
- CCOc1ncccc1C(=O)OCC(=O)N(CC)c1ccccc1
    3, 2, 0, 1, -42, -5, -4, 2, 21
- COc1ccccc1C(=O)N1C(CC(=O)Nc2cc(Cl)ccc2C)C(=O)NC2CCCCC21 (stereo unspecified)
    2, 0, -1, 2, -4, 1, 0, 3, -17
- Fc1cccc(Cl)c1/C=N/Nc1c(Cl)cncc1Cl
    6, 0, -1, 4, -5, 8, 4, 4, 4
